Screening results as filed in PubChem.
PglD DTNB = C. jejuni PglD acetyltransferase inhibitors, primary screen, biochemical, DTNB colorimetric, single point; UDP-N-acetylbacillosamine N-acetyltransferase PglD (Campylobacter jejuni); AID 602405, 2012; purified PglD enzyme, DTNB colorimetric CoA detection; 360,000 tested, 0.098% active; inhibition, % at 12.5 µM; in the data active means inhibition above about 16%, passing the limit was not always enough; further: strong numbers were not always called active
INS-1E GSIS act = GLuc luminescence reporter in INS-1E cells, primary screen for activators of glucose-dependent secretion of insulin; INS-1E GLuc reporter insulin secretion, 2-3 h; activation, % at 16.6 µM; 370,000 tested, 0.61% active;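 active means lowest replicate activation of at least 40%, so every replicate reaches that level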;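 further: 0% = median of neutral control wells and 100% = median of IBMX positive control wells; some compounds called inactive have numbers as strong as hits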
LGR2 inh = inhibitors of bursicon-induced LGR2 CRE-luciferase signal, primary screen, cell-based, HEK293, CRE-luciferase reporter, bursicon stimulation; Drosophila bursicon receptor LGR2 (rickets); bursicon-stimulated, 4 h; inhibition, % at 9.99 µM; 380,000 tested, 0.35% active;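 active means drop in luminescence signal, shown as inhibition above about 50% in the replicate tests, limit read from the data, passing the limit was not always enough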;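 further: agonist challenge used bursicon conditioned medium at about half maximal strength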
Cneo AK release = Cryptococcus neoformans cell lysis inducers, primary screen, AK release luminescence, single concentration; C. neoformans lysis, adenylate kinase release luminescence, 4 h; normalised: neutral wells 0, clomiphene wells 100; lysis activity, % at 15 µM; 360,000 tested, 0.2% active;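 active means mean lysis activity across replicates of at least 80%, whatever share of replicates individually reach that level; inactive means mean lysis activity below 80%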
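Material – log-phase Cryptococcus neoformans yeast cells · Input – 5 × 10^6 yeast cells/mL · Medium – fresh YPD growth medium · Doses – single compound concentration per well · Timing – static 4 h at 37 °C with compound, 1 h detection · Detection – adenylate kinase release luminescence · Read-out – signal increase indicating cell lysis · Control set – Clomiphene as positive lysis control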
ARNT TACC3 PPI = disruptors of ARNT/TACC3 protein interaction, primary screen, biochemical, AlphaScreen, single concentration. Transforming acidic coiled-coil-containing protein 3 (Homo sapiens), Q9Y6A5. AlphaScreen His-ARNT PAS-B/GST-TACC3 binding, luminescence; TACC3 fragment carries E629A point mutation. inhibition, % at 9.99 µM. 390,000 tested, 0.66% active. AID 623870, 2012;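 active means mean inhibition of replicates at least 50% and at least half of replicates each reaching 50%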;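 further: 0% = complete ARNT plus TACC3 wells and 100% = ARNT alone without TACC3; many hits fall short of the cut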
Statin myotox sup = suppressors of statin myotoxicity in C2C12 myotubes, primary screen, cell-based, single point, plate reader | C2C12 myotubes + simvastatin, ATP luminescence, 48 h; scaled: DMSO 0, geranylgeraniol control 100 | rescue of ATP level, % at 7.49 µM | 330,000 tested, 0.78% active | AID 602340, 2012;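 active means mean ATP rescue above about 67%, or every replicate alone reaching that limit, limit read from the data, passing the limit was not always enough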;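 further: myotubes were challenged with 10 µM simvastatin during compound exposure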
PGC1a acetyl inh = inhibitors of PGC1a acetylation signal, primary screen, cell-based, U2OS, AlphaScreen, inhibitor mode | 350,000 tested, 0.17% active | AID 651687, 2012 | AlphaScreen anti-acetyl-lysine; with virally co-expressed GCN5 acetyltransferase | inhibition, % at 15.6 µM;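 active means every replicate shows inhibition of at least 40%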;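 further: 0% = neutral control wells and 100% = positive control wells; some results beyond the cut were filed as inactive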
PAX8 reporter = inhibitors of PAX8-driven TPO luciferase reporter, primary screen, RMG-I cells, single concentration; SteadyGlo, 24 h; inhibition, % at 12.6 µM; 360,000 tested, 1.2% active; AID 652154, 2013;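 active means mean replicate inhibition at least 60% with every replicate also reaching 60%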;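 further: luciferase light reporting Pax8 driven TPO promoter activity; plate controls were median of neutral control wells for no effect and mitoxantrone controls for full effect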
Numbers without * were called inactive; . = not tested or not shown; & = joins results of further samples.

SMILES	PglD DTNB	INS-1E GSIS act	LGR2 inh	Cneo AK release	ARNT TACC3 PPI	Statin myotox sup	PGC1a acetyl inh	PAX8 reporter
CN(C)c1ccc2c(c1)[C@H]1C[C@H](CC(=O)NCCc3ccccc3)O[C@@H](CO)[C@H]1O2	2	1	2	-1	12	4	1	-6
N#CCCn1cc(/C=N/O)c(-c2cccc([N+](=O)[O-])c2)n1	.	23	8	.	-3	.	3	2
Oc1ccc(-n2nnnc2SCc2c(F)cccc2Cl)cc1	4	11	1	-5	-5	7	12	-2
O=C(COC(=O)c1ccccc1NC(=O)c1ccco1)Nc1ccc2c(c1)OCO2	-1	.	.	-1	-4	.	1	.
CC(=O)N(C)c1ccc(NS(=O)(=O)c2cccc3nsnc23)cc1	-1	-3	2	0	-3	-6	-5	3
CCN1CCN(CC(=O)Nc2ccc(C)cc2C)C(=O)C1=O	-6	.	-5	1	-3	14	7	-18
COC(=O)[C@H](Cc1ccccc1)NC(=O)/C=C/[C@H]1O[C@@H](n2ccc(=O)[nH]c2=O)[C@H](O)[C@@H]1O	-3	12	-21	-2	.	-8	-5	-7
COc1ccccc1NS(=O)(=O)c1cc2c3c(c1)CCN3C(=O)CC2	-1	6	4	-7	1	4	12	10
O=S(=O)(Cc1ccc(Cl)cc1)CC(O)COCc1ccccc1 (stereo not given)	2	-9	8	-1	-2	57	1	.
CCOc1ccc(OCC(=O)OCC(=O)N2CCN(C(=O)c3ccco3)CC2)cc1	-2	8	-3	1	0	4	.	3
O=[N+]([O-])/C(C(=C(Cl)Cl)N1CCOCC1)=C1\NCCO1	.	-11	-5	.	-5	.	-3	4
OCCSc1nc(-c2ccccc2)nc2ccc(F)cc12	.	16	-7	.	4	4	10	11
COc1ccc(Cl)cc1CSc1n[nH]c(C)n1	-2	.	.	-1	-10	29	-6	.
COc1ccc(CN(C)C[C@@H]2Oc3ccc(NS(C)(=O)=O)cc3CC(=O)N([C@H](C)CO)C[C@H]2C)cc1	-1	6	-14	97*	14	15	7	-11
CC1(Cc2cc(Cl)ccc2C(F)(F)F)C(=O)Nc2ccc(S(=O)(=O)NC3CCCCC3)cc21 (stereo not given)	-2	.	35	-2	.	36	-86	24
COc1ccccc1C(=O)NC(=O)Nc1c(C)cc(C)cc1C	2	-12	-10	0	-9	8	.	-63
O=C(NCC1CC1)c1ccc2c3n(nc2c1)-c1ccccc1CO3	2	-7	12	-7	9	-19	2	-44
COc1ccc(C(CNC(=O)CNC(=O)c2ccc(F)cc2)N2CCCC2)cc1 (stereo not given)	0	4	-10	0	4	-9	5	4
CCOc1ccc(S(=O)(=O)Nc2cccc(C(=O)N3CC(C)OC(C)C3)c2)cc1 (stereo not given)	-4	6	32	0	.	-3	1	0
Cc1cc(/C=C2/SC(=O)N(CC(=O)N3CCCC3)C2=O)ccc1N1CCOCC1	.	6	3	.	-2	.	-4	-21
CCOC(=O)/C(=N\Nc1cccc(C(F)(F)F)c1)N1CCOCC1	.	-8	30	.	-5	.	.	9
O=C(Cc1ccncc1)Nc1ccc2c(c1)[C@H]1C[C@H](CC(=O)N3CCCCC3)O[C@@H](CO)[C@H]1O2	1	-8	5	13	-2	-4	21	-2
CNC(=O)NC(=O)COc1c(F)c(F)cc(F)c1F	.	-2	0	.	-9	.	1	9
CC(C)c1ccc(N2C=Nc3ccc(C(C)C)cc3C2)cc1	-9	5	33	11	-4	-8	.	16
COc1ccccc1CC(=O)Nc1sc2c(c1C(N)=O)CCCC2	1	-27	-13	-1	17	-5	5	11

Gathered by group, the entries above with a nitro group on carbon
SMILES	PglD DTNB	INS-1E GSIS act	LGR2 inh	Cneo AK release	ARNT TACC3 PPI	Statin myotox sup	PGC1a acetyl inh	PAX8 reporter
N#CCCn1cc(/C=N/O)c(-c2cccc([N+](=O)[O-])c2)n1	.	23	8	.	-3	.	3	2
O=[N+]([O-])/C(C(=C(Cl)Cl)N1CCOCC1)=C1\NCCO1	.	-11	-5	.	-5	.	-3	4

(listing goes on)
SMILES	PglD DTNB	INS-1E GSIS act	LGR2 inh	Cneo AK release	ARNT TACC3 PPI	Statin myotox sup	PGC1a acetyl inh	PAX8 reporter
COCCNC(=O)C(c1ccc(OC)cc1)N(Cc1ccco1)C(=O)CCC(=O)Nc1ccccn1 (stereo not given)	-5	16	0	5	-5	-3	1	-2
Cc1noc(C)c1CSCC(=O)Nc1ccc(OC(F)F)c(Cl)c1	3	-41	-2	1	2	-3	39	-4
CN(CC(=O)Nc1ccccc1Cl)C(=O)c1ccc(N2CCCCCC2)c([N+](=O)[O-])c1	5	1	22	-1	.	-1	-3	-66
CC(C)(C)C(=O)NC(=S)Nc1ccccc1C(=O)NC1CCCCC1	.	-5	-12	.	-3	-16	-4	-19
COC(=O)c1cn(CCOc2ccccc2OC)c2ccccc12	2	-36	7	-2	.	2	2	.
O=C(Nc1nnc(CCc2ccccc2)s1)C1CCCO1 (stereo not given)	-3	.	.	0	-4	0	0	-39
COc1ccc(/C=C/C(=O)Nc2ccc(-n3nncc3-c3ccccc3)cc2)cc1OC	.	9	6	.	-3	-1	.	11
Cc1ccc(NC(=O)CSc2nc3ccc(Nc4nc(N5CCOCC5)nc(N5CCOCC5)n4)cc3s2)cc1	-4	.	8	1	-6	5	.	.
COc1ccc(C(=O)C(C)OC(=O)c2sc(C)nc2C)cc1 (stereo not given)	3	4	-2	1	-26	2	-1	3
O=C(Cc1ccc2ccccc2c1)NC(Cc1ccccc1)C(=O)O (stereo not given)	5	2	0	4	-4	5	14	-10
Cc1ccc(S(=O)(=O)CC(=O)c2cc(C)c(O)c(C)c2)cc1	-2	-6	23	1	.	20	7	-9
OC[C@@H]1[C@H](c2ccc(-c3cccnc3)cc2)[C@H]2CN(Cc3ccccn3)CCCCN12	7	6	-20	0	9	-11	2	1
N#CC1(c2ccccc2)CCCN1C(=O)c1ccc(Br)o1 (stereo not given)	3	1	-15	5	2	13	1	.
CCCC(=O)Nc1c(-c2ccccc2)[nH][nH]c1=O	0	2	-15	-2	.	-3	7	-5
O=C(Nc1nc2ccccc2[nH]1)C1CC1	.	36	-21	.	-5	.	11	-39
COCCN(C(=O)CSc1nnc(-c2ccccc2C)n1C)c1c(N)n(Cc2ccccc2)c(=O)[nH]c1=O	.	-5	15	.	-2	.	.	-6
CCOC(=O)CN(C(=O)c1snc(C(N)=O)c1N)C(C(=O)NC1CCCCC1)c1ccc(F)cc1 (stereo not given)	-3	5	7	0	-18	-9	-5	3
CC(C)N=C1NN=C(c2ccc(F)cc2)CS1	-3	2	-19	1	4	-22	.	-41
O=C(CNC(=O)c1ccco1)OCC(=O)c1ccc(Br)cc1	6	5	6	1	-3	-5	.	1
CCOc1ccc2nc(N3CCCC(C(=O)NCCCN4CCCCC4)C3)sc2c1 (stereo not given)	2	2	-4	7	-3	2	-4	-62
COc1ccc(/C=N/NC(=O)CCN2CCCCC2c2cccnc2)cc1Cn1cc([N+](=O)[O-])cn1 (stereo not given)	.	-5	16	.	12	-18	-1	12
O=C(Nc1ccc(Cl)cc1)/C(=C/c1cccc(O)c1)c1nc2ccccc2s1	.	-15	86*	.	9	.	.	98*
O=C(O)CCN1CCOCC1	-2	.	.	1	-1	1	-5	.
Cc1noc(C)c1COc1ccccc1C(=O)N(C)Cc1ccc(F)cc1	-1	28	1	4	1	1	.	-8
CC(NC(=O)c1cccnc1)C(=O)O (stereo not given)	-3	6	14	-1	-6	.	.	3

Next section, starting with the last 3 of the part before.
SMILES	PglD DTNB	INS-1E GSIS act	LGR2 inh	Cneo AK release	ARNT TACC3 PPI	Statin myotox sup	PGC1a acetyl inh	PAX8 reporter
O=C(O)CCN1CCOCC1	-2	.	.	1	-1	1	-5	.
Cc1noc(C)c1COc1ccccc1C(=O)N(C)Cc1ccc(F)cc1	-1	28	1	4	1	1	.	-8
CC(NC(=O)c1cccnc1)C(=O)O (stereo not given)	-3	6	14	-1	-6	.	.	3
CCCn1c(=O)c(C(=O)Nc2ncccc2O)c(O)c2ccccc21	4	24	24	3	3	8	.	-12
Cc1ccc(C(=O)COC(=O)CCc2nc3ccccc3[nH]c2=O)cc1C	4	.	.	-1	-2	-3	8	4
O=C(CCC(=O)N1CCCCC1)Nc1ccc(Cl)c(Cl)c1	-3	4	0	0	15	5	.	-8
COc1ccccc1NC(=O)C1CCCN(S(=O)(=O)c2cnc[nH]2)C1 (stereo not given)	0	1	4	-2	-9	9	18	-1
Cc1ccc(NC(=O)CNCc2ccccc2Cl)cc1S(=O)(=O)N(C)C	0	-5	-42	2	1	1	-10	-36
CCC(C)Sc1cccc(-c2nc3ccc(C)cn3c2NC2CCCCC2)c1 (stereo not given)	7	12&-15	0&9	3	-16	-39	-15	7&11
CCOc1ccc2nc(N/C(N)=N/C(=S)Nc3cccc(OC)c3)nc(C)c2c1	.	0	13	.	1	.	.	-24
C[C@H]1CN([C@@H](C)CO)C(=O)c2cc(-c3ccc(C#N)cc3)cnc2O[C@@H]1CN(C)C(=O)c1ccccc1	-1	2	16	-4	-6	-19	-7	.
NC(=O)c1ccccc1OCCOc1ccc(Br)cc1	.	1	-17	0	-8	-22	-1	-27
Cc1cc(C)nc(N2CCCC(C(=O)NCc3ccccc3F)C2)n1 (stereo not given)	.	5	-22	.	-13	.	.	-6
CN(C)CCC=C1c2ccccc2CCc2ccccc21	3&1	-20	-1	-5&3	-9&2	-9	4	-15
CS(=O)(=O)c1ccc(-n2c(=O)n(Cc3ccccc3)c(=O)c3[nH]cnc32)cc1	-1	39	2	2	-4	-1	0	8
CC(C)(C)OC(=O)C[C@H]1C/C=C\C[C@@H](CC(=O)N[C@@H](CO)Cc2ccccc2)C(=O)NC[C@@H](c2ccccc2)OC1=O	-4	7	0	2	-7	5	.	-7
COc1ccc(NC2SC(=O)N(CC(=O)O)C2=O)cc1 (stereo not given)	-7	.	.	3	-2	12	-1	-12
C[C@@H]1CN([C@@H](C)CO)C(=O)c2cc(N(C)C)ccc2O[C@@H]1CN(C)Cc1ccc(-c2ccccc2)cc1	8	-4	8	0	16	2	-13	-10
O=C(NCc1ccccc1Cl)C(=O)NCC1CCCN1S(=O)(=O)c1cccs1 (stereo not given)	1	11	-6	3	2	3	8	-10
CN(C)NC(=S)NC1CC2CCC1C2 (stereo not given)	.	10	9	.	3	.	8	-7
CC(C)(C)OC(=O)N1CCC2(CC1)C(C#N)=C(N)OC1=C2C(=O)CCC1	9	-3	7	-2	-2	-6	2	1
COc1ccccc1NC(=O)C1=C(C)NC(=O)NC1c1cccc(OC)c1OC (stereo not given)	.	.	.	2	2	3	-12	.
Cc1ccc(OCC(=O)NCCCNC(=O)c2cccnc2)cc1C	-3	14	11	1	3	27	-65	7
CO[C@H]1CN(C)C(=O)c2ccc(NC(=O)Nc3cccc(F)c3)cc2OC[C@H](C)N(C)C[C@@H]1C	.	-6	10	.	.	.	7	-29
NC(=O)C1(N2CCCCC2)CCN(C(=O)c2ccc(-n3cnnn3)cc2)CC1	-1	.	.	-1	7	-6	4	.
